# Nrf2 activator = qHTS of Nrf2 Activators; hit rate 0.31% among 410,000; AREc32 ARE-luciferase reporter (MCF7-derived line), luminescence, 24 h; Potency, µM (top dose mostly 46.1 µM), for inactives: at the highest dose activation, most hits filed as activators; note: potency is the fitted concentration of half-maximal effect; % of control where 0% means no effect; nearly all actives have a fitted effect of over 65% in size
#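 Reporter line AREc32 (ARE-Fluc), seeded overnight in OPTI-MEM with 5% FBS; compound pin-transferred, 24 hr at 37 deg C, 5% CO2; luminescent read-out.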
# HepG2 viability = qHTS for Inhibitors of TGF-b: Cytotox Counterscreen | HepG2 CAGA-GFP viability, ATP luminescence, 18 h | Potency, µM (top dose mostly 46.1 µM), inactives show at the highest dose activity change, negative = cytotoxicity, actives largely listed as cytotoxic | hit rate 0.76% among 410,000 | AID 588856, 2011; note: potency is the fitted concentration of half-maximal effect; some results filed as inactive show a strong effect at the top dose
#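 HepG2 CAGA-GFP cells (1000/well, DMEM with 1% FBS) received compound, then TGF-beta at 500 pg/mL final, and were incubated 18 hours at 37 degrees C. Viability was read by CellTiter-Glo luminescence. Media-only wells were set as complete cell-killing and DMSO as no toxicity.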
# MmCpn inh = Inhibitors of TCP-1 ring complex (TRiC) of Methanococcus maripaludis (MmCpn): qHTS. purified Mm-Cpn ATPase, ADP Transcreener TR-FRET. Potency, µM (highest dose often 76.9 µM), without a hit: at the highest dose activity, negative = inhibition, hits mostly inhibitors. hit rate 0.031% among 330,000. AID 504842, 2011; note: potency is the fitted concentration of half-maximal effect; % is set by controls: 0 for no effect and ±100 for the full control effect; nearly all actives have a fitted effect of over 80% in size
#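 Purified archaeal Mm-CPN (25nM final) preincubated 10 min at 37degC with compound, then 10uM ATP for 30 min at 37degC; ADP measured by HTRF Transcreener TR-FRET; buffer 30 mM TRIS pH 7.4, 100mM KCl, 5mM MgCl2, 1mM DTT.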
# CCT chaperon mod = High-Throughput Screening for Modulators of Cytosolic Chaperonin Activity. hit rate 0.3% among 360,000. AID 651819, 2012. activity change, % (test concentration not listed), hits read low. purified chaperonin ATPase assay, HTRF ADP detection, 30 min; in the data active = activity change below about -30%; note: % is set by controls: 0 for no effect and ±100 for the full control effect
#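 We incubate TRiC, 40 or 20 nM final, with library compounds at 76 uM and 10 uM ATP for 30 min at 37 °C. ADP formed is detected with Transcreener HTRF reagents after 30 min at room temperature.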
# pAkt inh = HTS Assay for Inhibitors of Akt Phophorylation: Primary Screen | Neuro2A IGF-stimulated pAkt S473 HTRF, 20 min; hits give low values | activity change, % for hits at 50 µM | hit rate 0.32% among 360,000; in the data active = activity change below about -80%; inconclusive = mostly about -51% to -80%; note: % is set by controls: 0 for no effect and ±100 for the full control effect
#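 Neuro2A cells in DMEM with 0.5% FBS, overnight at 37 deg C, given compound at single 50 µM final, then IGF (6 nM final) for 20 min at 37 deg C. Lysed; phospho-Akt Ser473 by HTRF after 24 h, 665/615 ratio.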
# TGFb inhibitor = qHTS for Inhibitors of TGF-b; HepG2 CAGA-GFP TGF-b/SMAD3 reporter, GFP fluorescence, 18 h; TGF-beta stimulated, 500 pg/mL final; Potency, µM (titrated, usually from 46.1 µM), for inactives: at the highest dose activity, negative = inhibition, hits mostly inhibitors; hit rate 1.2% among 410,000; note: potency is the fitted concentration of half-maximal effect; % is set by controls: 0 for no effect and ±100 for the full control effect; nearly all actives have a fitted effect of over 65% in size
#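 Cell-based qHTS in HEPG2 carrying a CAGA-GFP Smad reporter; compounds added before 500 pg/mL final TGF-beta, 18 h incubation at 37 degrees C, GFP fluorescence quantified per cell by imaging cytometry.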
# Nrf2 block = Nrf2 qHTS screen for inhibitors; A549 ARE-Fluc reporter, luciferase luminescence, 18-24 h; Potency, µM (doses to about 46 µM), for inactives: top-dose activity change, negative = inhibition, usual class: inhibitors; hit rate 2.1% among 360,000; AID 504444, 2011; note: potency is the fitted concentration of half-maximal effect; % is set by controls: 0 for no effect and ±100 for the full control effect; nearly all actives have a fitted effect of over 60% in size
#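 A549 ARE_Fluc cells (5000/well, 5% FBS OPTI-MEM) pre-incubated 2 h, then treated with compounds 18-24 h at 37C/5% CO2 in concentration-response. CellTiter-Fluor viability read first; BugLite luciferase luminescence after 15 min at room temperature gives Nrf2 activity.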
# A549 viability = Nrf2 qHTS screen for inhibitors: counterscreen for cytotoxicity | A549 ARE-Fluc cells, CellTiter-Fluor viability, 18-24 h | Potency, µM (highest dose often 46 µM), for the others: top-dose activity change, negative = cytotoxicity, usual class: inhibitors | hit rate 0.16% among 390,000 | AID 504648, 2011; note: potency is the fitted concentration of half-maximal effect; % is set by controls: 0 for no effect and ±100 for the full control effect
#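 A549 ARE-Fluc cells in 5% FBS OPTI-MEM, 5000 cells/well, rested 2 h then exposed to compounds in concentration-response for 18-24 h at 37 °C. Viability by CellTiter-Fluor fluorescence (Ex 405/Em 525) after 30 min; luciferase luminescence (BugLite, 15 min, RT) read afterwards.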
# Abeta rescue = qHTS for compounds that reverse cellular toxicity of Amyloid beta (A-beta) peptide in yeast: Primary Screen; yeast expressing A-beta42, growth rescue, OD600, 48 h; response scale: 0% DMSO, 100% iron-clioquinol control; Potency, µM (series often up to 46.1 µM), for inactives: at the highest dose growth rescue, usual class: activators; hit rate 0.063% among 410,000; note: potency is the fitted concentration of half-maximal effect; nearly all actives have a fitted effect of over 55% in size
#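 Growth rescue measured by 600 nm absorbance after 48 h yeast culture at 30 C with compound. Values normalized between DMSO and an equimolar ferric chloride plus clioquinol control.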
# Starred values were filed as active, the others as inactive; i = inactive; ? = inconclusive; nt = not tested or not shown; [ ] = another dose, or the depositor's remark. Unless noted, calls come from the whole dose curve; as a rule, active = well fitted curve in the direction sought with a large enough effect; inconclusive = small, poorly fitted or top-dose-only effect, or another doubt; inactive = no such curve, though single readings can be large; an effect the other way counts as inactive or inconclusive. Compounds were not picked by outcome; about 4.3% have a hit in one of these screens.
SMILES,Nrf2 activator,HepG2 viability,MmCpn inh,CCT chaperon mod,pAkt inh,TGFb inhibitor,Nrf2 block,A549 viability,Abeta rescue
CC1CC(C)CN(C(=O)COC(=O)Cc2c[nH]c3ccccc23)C1 (centres undefined),-1.3%,2%,-1%,-4.0,i,13%,3%,-2%,-6%
COc1ccc(OCC(=O)Nc2ccccc2C(=O)N2CCOCC2)cc1,-0.5%,-2%,1%,-2.8,i,15%,12%,-3%,3%
COC(=O)CCCC[C@@H]1O[C@H](CCc2ccccc2)CC2=C1C(=O)OC(C)(C)O2,-0.8%,nt,nt,-0.8,i,nt,nt,nt,-18%
Cc1ccn2cc(-c3ccc(Br)cc3)nc2c1,0.5%,-59%,-7%,-0.6,i,?,?,23%,-10%
O=C(Cc1ccccc1[N+](=O)[O-])NCC(=O)c1ccc2c(c1)OCO2,2.5%,9%,nt,-3.9,i,13%,8%,-2%,-5%
COc1ccc(/C=C/c2nc(C#N)c(NCCc3ccc(OC)c(OC)c3)o2)cc1OC,5.3%,-11%,nt,nt,nt,0%,-14%,-14%,-10%
CC(=O)Nc1ccc(OCC(O)CN2CCN(c3ccc(F)cc3)CC2)cc1 (centres undefined),0.7%,13%,0%,-3.1,i,-3%,4%,1%,6%
C/C(=N/NC(=O)c1ccncc1)c1ccc(NC(=O)c2ccc(Cl)cc2Cl)cc1,-0.9%,8%,-1%,-0.8,i,0%,8%,10%,-13%
O=C(Nc1nccs1)C(c1ccccc1)N1CCCC1 (centres undefined),-0.7%,12%,2%,1.4,i,2%,-18%,-9%,-2%
CN(C(=O)c1ccncc1)c1nnc(-c2cccnc2)s1,-0.6%,3%,-1%,-1.4,i,-8%,-9%,-3%,1%
COc1ccc(Nc2nc3cc(Cl)c(Cl)cc3n3cnnc23)cc1Cl,9.3%,0%,nt,nt,nt,9%,17%,1%,11%
Cc1ccc(S(=O)(=O)N(CCc2ccccc2)CC(=O)Nc2cc(C)ccc2C)cc1,-0.4%,-14%,nt,nt,nt,0%,nt,-4%,-12%
Nc1nonc1-n1nnc(C(=O)O)c1-c1cccs1,-0.1%,2%,-1%,-0.7,i,16%,-12%,1%,0%
CC(C)CCN(CCC(C)C)C/C(O)=C(\C#N)c1nc(-c2ccccc2)cs1,-0.3%,-32%,3%,-2.6,i,-9%,-17%,-10%[1.84 µM],-6%
O=C(COC(=O)/C=C/c1cccc(C(F)(F)F)c1)NCc1ccc(F)cc1,0.2%,-5%,0%,1.4,i,7%,3%,2%,10%
COc1cc(CCC(=O)OCC(=O)Nc2ccc(F)c(F)c2)cc(OC)c1OC,-0.4%,-23%,1%,-0.5,i,2%,12%,11%,2%
Oc1ccc(Cl)cc1CNCc1ccc(C(F)(F)F)cc1,6.5%,-25%,-2%,1.8,i,-19%,12%,-1%,-7%
COCCNC(=S)N1CCN(c2nc3ccccc3s2)CC1,0.8%,-10%,-4%,-0.2,i,-2%,-3%,-3%,26%
CC(C)(C)n1nc2c(c1NC(=O)c1cc(Cl)ccc1[N+](=O)[O-])CS(=O)(=O)C2,-1.1%,-15%,0%,-5.4,i,2%,?,-9%,-4%
C[C@H](O)[C@@H]1C(=O)N2CCc3c([nH]c4ccccc34)[C@@H]2C[C@@H]1N(C)Cc1ccc2c(c1)OCO2,-0.4%,-25%,nt,1.3,i,3%,nt,nt,4%
O=C(NC1CCCCC1)c1cccc(OCc2ccccc2)c1,0.1%,-2%,-2%,-0.7,i,-7%,?,4%,-3%
CCOC(=O)c1ccc(NC(=O)c2ccc(CN3C(=O)CCn4nc(C)cc43)cc2)cc1,0.6%,6%,nt,nt,nt,2%,?,11%,0%
COc1ccc(S(=O)(=O)NCC(c2ccco2)N2CCOCC2)cc1OC (centres undefined),0.3%,-14%,nt,nt,nt,0%,nt,4%,-24%
CCOC(=O)C1=C(COC(=O)C2CC(=O)N(c3ccccc3CC)C2)NC(=O)NC1C (centres undefined),-0.1%,-7%,nt,-1.3,i,2%,nt,nt,-1%
COc1ccc(-c2cc(C(F)(F)F)n3nc(C(=O)Nc4cc(C)on4)cc3n2)cc1OC,-0.2%,-25%,0%,1.5,i,0%,nt,-2%,-3%
O=c1c2cn[nH]c2[nH]c(=S)n1-c1cccc(Cl)c1,0.2%,7%,2%,-0.4,i,0%,9%,2%,16%
COc1ccc(-c2cnc3c(c2)CCC3(C#N)C#N)cc1,7.2%,-3%,-3%,-0.2,i,?,15%,-7%,0%
CCc1ccc(-n2nc(C)c3c(C)cc(=O)n(CC(=O)Nc4cc(Cl)ccc4OC)c32)cc1,0.1%,-27%,nt,nt,nt,-7%,18%,1%,-11%
Cc1nnc(NC(=O)CCSc2ccccc2)s1,-0.6%,3%,0%,-1.6,i,1%,6%,17%,-1%
Cc1cccc(NC(=O)c2ccc(Cl)c(S(=O)(=O)N3CCCC3)c2)n1,5.9%,0%,1%,-1.0,i,-13%,20%,0%,6%

# Whole records, quoted from the list.
# CCOC(=O)c1ccc(NC(=O)c2ccc(CN3C(=O)CCn4nc(C)cc43)cc2)cc1 is entered as Nrf2 activator: 0.6%; HepG2 viability: 6%; MmCpn inh: nt; CCT chaperon mod: nt; pAkt inh: nt; TGFb inhibitor: 2%; Nrf2 block: ?; A549 viability: 11%; Abeta rescue: 0%
# COc1ccc(-c2cc(C(F)(F)F)n3nc(C(=O)Nc4cc(C)on4)cc3n2)cc1OC is entered as Nrf2 activator: -0.2%; HepG2 viability: -25%; MmCpn inh: 0%; CCT chaperon mod: 1.5; pAkt inh: i; TGFb inhibitor: 0%; Nrf2 block: nt; A549 viability: -2%; Abeta rescue: -3%
# COCCNC(=S)N1CCN(c2nc3ccccc3s2)CC1 is entered as Nrf2 activator: 0.8%; HepG2 viability: -10%; MmCpn inh: -4%; CCT chaperon mod: -0.2; pAkt inh: i; TGFb inhibitor: -2%; Nrf2 block: -3%; A549 viability: -3%; Abeta rescue: 26%

# (more compounds)
SMILES,Nrf2 activator,HepG2 viability,MmCpn inh,CCT chaperon mod,pAkt inh,TGFb inhibitor,Nrf2 block,A549 viability,Abeta rescue
O=C(C1CCN(S(=O)(=O)N2CCOCC2)CC1)N1CCN(Cc2ccc3c(c2)OCO3)CC1,0.2%,-1%,1%,-2.0,i,?,-27%,-1%,-9%
CN(Cc1ccccc1)C(=O)c1cccc(NC(=O)Cc2cccc([N+](=O)[O-])c2)c1,-0.1%,-13%,1%,-1.1,i,?,16µM*,-3%,-8%
Cc1ccc(S(=O)(=O)NCC(c2cccnc2)N(C)C)cc1 (centres undefined),-0.3%,-1%,1%,7.0,i,-44%,8%,5%,0%
Cc1cc(=O)[nH]c(N/N=C/c2c(C)oc3ccccc23)n1,2.1%,-8%,-2%,2.2,i,0%,-24%,-15%,5%
O=C(COC(=O)c1cc(S(=O)(=O)N2CCCCC2)ccc1N1CCOCC1)NCCc1ccc(F)cc1,-0.9%,0%,-8%,0.2,i,-10%,?,-11%,-7%
O=C(NCc1ccco1)C(=S)N1CCCC1,0.7%,1%,-1%,-2.0,i,17%,?,2%,-13%
O=C(Cn1ccn(-c2ccc(F)c(F)c2)c(=O)c1=O)c1ccc(F)cc1,0.4%,-22%,nt,nt,nt,-2%,-14%,-12%,-14%
CCOC(=O)c1ccc(NC(=S)N(CCCN2CCN(CC)CC2)Cc2ccco2)cc1,-0.1%,-6%,0%,-1.0,i,10%,?,-5%,6%
Cc1ccc(OCC(=O)Nc2ccc3c(c2)OCO3)c(C)c1,-0.2%,13%,0%,1.1,i,-1%,?,1%,6%
Cc1cc2[nH]c(=O)c(=O)[nH]c2cc1S(=O)(=O)Nc1cccc(Cl)c1C,0.4%,1%,0%,1.1,i,-4%,12%,0%,-22%
O=C(NC1CCCCCCC1)C1CCC(CNc2c(N3CCCC3)c(=O)c2=O)CC1 (centres undefined),-1.9%,23%,0%,-0.4,i,26%,3%,-3%,-8%
Cc1ccc(CNC(=S)Nc2ccc(OC(F)F)cc2C)cc1,-0.8%,-30%,0%,-2.1,i,10%,-11%,-5%,26%
COc1cc(C(=O)N(Cc2ccccc2)c2cccc(C)c2)ccc1OCC(=O)N1CCOCC1,-0.4%,-18%,nt,-1.1,i,-10%,nt,nt,-5%
N#C/C(=C/c1cn(-c2ccccc2)nc1-c1cccc(OCc2ccc(F)cc2)c1)C(=O)NCCCn1ccnc1,3.6%,-46%,-2%,0.2,i,?,?,?,-76%[inhibitor]
O=C1N[C@H](Cc2ccccc2)COC(=O)[C@@H](Cc2ccc(F)cc2)C/C=C\C[C@H]1CC(=O)N(CCO)Cc1ccccc1,-1.0%,3%,0%,-0.9,i,?,?,-19%,10%
COc1ccc(C2=[N+]([O-])C(C)(C)C(c3ccccc3)=N2)cc1,0.1%,-17%,-4%,-0.8,i,-13%,-8%,-11%,-16%

# Fetched one by one from above:
SMILES,Nrf2 activator,HepG2 viability,MmCpn inh,CCT chaperon mod,pAkt inh,TGFb inhibitor,Nrf2 block,A549 viability,Abeta rescue
O=C(COC(=O)c1cc(S(=O)(=O)N2CCCCC2)ccc1N1CCOCC1)NCCc1ccc(F)cc1,-0.9%,0%,-8%,0.2,i,-10%,?,-11%,-7%
Cc1ccc(OCC(=O)Nc2ccc3c(c2)OCO3)c(C)c1,-0.2%,13%,0%,1.1,i,-1%,?,1%,6%
